From PubChem BioAssay
FBW7 act = human FBW7 E3 ligase activation, primary screen. Q969H0. AlphaScreen FBW7–phospho-cyclin E peptide binding, activator screen. normalized activity (activation), % at 26.1 µM. hit rate 0.13% among 650,000. AID 1259310; in the data active means normalized activity above about 1.9%;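 further: purified mutant Fbw7 with reduced substrate affinity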
Target sequence (Q969H0 whole entry, looked up): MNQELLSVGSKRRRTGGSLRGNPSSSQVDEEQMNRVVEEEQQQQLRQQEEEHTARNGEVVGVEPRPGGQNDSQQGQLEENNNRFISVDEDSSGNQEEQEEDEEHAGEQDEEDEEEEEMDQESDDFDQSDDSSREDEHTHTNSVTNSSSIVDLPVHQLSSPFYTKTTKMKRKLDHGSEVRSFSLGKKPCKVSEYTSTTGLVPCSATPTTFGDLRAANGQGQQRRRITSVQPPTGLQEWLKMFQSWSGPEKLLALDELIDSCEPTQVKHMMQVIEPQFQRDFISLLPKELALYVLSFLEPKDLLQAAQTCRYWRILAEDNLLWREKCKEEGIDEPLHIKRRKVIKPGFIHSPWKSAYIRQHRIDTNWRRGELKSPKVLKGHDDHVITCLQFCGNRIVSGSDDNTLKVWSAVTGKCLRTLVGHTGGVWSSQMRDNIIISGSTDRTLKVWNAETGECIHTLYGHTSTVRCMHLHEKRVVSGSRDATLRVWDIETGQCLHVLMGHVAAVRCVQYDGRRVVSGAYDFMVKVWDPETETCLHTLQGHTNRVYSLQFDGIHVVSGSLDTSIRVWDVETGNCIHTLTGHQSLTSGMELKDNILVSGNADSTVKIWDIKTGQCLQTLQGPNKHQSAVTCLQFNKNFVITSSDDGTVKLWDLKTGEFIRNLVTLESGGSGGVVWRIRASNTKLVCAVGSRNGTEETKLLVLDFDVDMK
GPR151 activ = human GPR151 activation; activation, % at 11.2 µM; PathHunter beta-arrestin GPR151 cells, luminescence; hit rate 1% among 650,000; in the data active means activation above about 4.9%;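 further: 0% = median of compound wells and 100% = cells with positive control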
Target sequence (Q8TDV0 whole entry, looked up): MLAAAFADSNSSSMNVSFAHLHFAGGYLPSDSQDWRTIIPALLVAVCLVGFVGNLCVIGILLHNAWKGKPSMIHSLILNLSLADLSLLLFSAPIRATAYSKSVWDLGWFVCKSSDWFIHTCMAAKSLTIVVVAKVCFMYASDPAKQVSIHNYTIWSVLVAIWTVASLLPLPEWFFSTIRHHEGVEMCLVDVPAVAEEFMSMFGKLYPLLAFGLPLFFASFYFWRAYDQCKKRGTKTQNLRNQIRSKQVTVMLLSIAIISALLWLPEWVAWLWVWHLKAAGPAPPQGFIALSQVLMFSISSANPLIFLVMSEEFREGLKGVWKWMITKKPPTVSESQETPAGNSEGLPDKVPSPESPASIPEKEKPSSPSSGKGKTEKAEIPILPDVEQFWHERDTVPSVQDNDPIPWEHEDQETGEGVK
MITF primary = blocks human microphthalmia-associated transcription factor; AlphaScreen MITF homodimerization, bead proximity signal; AID 1259374; inhibition, % at 2.6 µM; O75030; hit rate 0.91% among 650,000; in the data active means inhibition above about 50%;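 further: 0% = vehicle wells with protein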
TEAD-YAP inh = TEAD-YAP interaction inhibition | inhibition, % at 9.12 µM | hit rate 1.4% among 640,000 | HEK-TIYL cells, TEAD-Gal4/YAP UAS-luciferase luminescence | AID 1259422; in the data active means inhibition above about 32%;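 further: 0% = median of test compound wells and 100% = reference inhibitor wells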
Numbers without * were called inactive.

Results follow in this order: FBW7 act	GPR151 activ	MITF primary	TEAD-YAP inh
COc1cc(/C=N/NC(=O)c2nc(-c3ccccc3)n(-c3ccccc3)n2)ccc1O
  0.0	-0.6	3	15
COc1cc(/C=N\NC(=O)Cc2cccn2C)cc(OC)c1OC
  0.0	0.3	-1	-7
O=C1CCN(C(=O)c2cc3c([nH]c2=O)CCCC3)CCN1Cc1ccccc1Cl
  0.0	-1.2	7	-9
c1ccc(Nc2nccc(Nc3ccc(N4CCOCC4)cc3)n2)cc1
  -0.3	2.2	6	16
O=C1NC(=O)C(c2cccs2)(c2cccs2)N1
  -0.1	0.4	4	-9
COc1ccc(C2=N/C(=C\c3ccc(OC(C)=O)cc3)C(=O)O2)cc1
  0.0	-1.4	-1	-7
Cc1ccc(C)c(N(C)C(=O)CCc2nc(-c3ccccc3F)no2)c1
  -0.1	1.8	6	-7
COc1ccc(Br)cc1/C=N/c1ncn[nH]1
  0.4	-1.2	12	-1
O=C1OC(c2ccc(Cl)c([N+](=O)[O-])c2)=N/C1=C\c1cc2c(cc1Cl)OCO2
  0.0	1.0	-3	5
CCOc1cc(C=O)ccc1OCC(=O)NC(C)(C)C
  0.0	4.0	7	1
COCCCNC(=O)/C(C#N)=C/c1c(Oc2ccc(F)cc2)nc2c(C)cccn2c1=O
  0.1	0.2	8	6
COc1ccc(/C(Cl)=C(\C=N\O)c2ccc(OC)cc2)cc1
  0.1	1.5	0	-7
COCCNC(C)CCC(C)Oc1ccccc1C (centres undefined)
  0.2	0.5	2	3
NS(=O)(=O)c1ccc(NC(=O)CN2C(=O)C3C4C=CC(C4)C3C2=O)cc1 (centres undefined)
  0.4	-1.3	11	12
CSCCCN1CCC(CO)(Cc2ccccc2C(F)(F)F)CC1
  0.4	-0.8	8	-1
O=C1N=c2ccc([N+](=O)[O-])cc2=C1c1sc(=Nc2ccccc2)n(-c2ccccc2)c1O
  0.0	-0.2	16	1
O=c1ccc2ccc(O)c(CN3CCOCC3)c2o1
  0.0	0.5	-9	-2
CS(=O)(=O)N(CC(=O)Nc1ccccc1F)c1ccc(Oc2ccccc2)cc1
  0.0	0.1	-10	-15
CCCCOc1cccc(CNCCCOCC)c1
  -0.2	-0.6	25	-13
COC(=O)C1=C(C)OC(N)=C(C#N)C1c1ccc(C)cc1C (centres undefined)
  0.0	0.8	-3	-10

The list goes on:
Results follow in this order: FBW7 act	GPR151 activ	MITF primary	TEAD-YAP inh
COCCn1c(SCC(=O)OCc2ccccc2)nc2c1c(=O)[nH]c(=O)n2C
  0.1	-0.5	3	7
COc1cccc(C(=O)N2CCN(Cc3ccccc3)CC2C(=O)N2CCOCC2)c1 (centres undefined)
  0.0	1.3	-12	-2
CC(Nc1cc(N2CCOCC2)ccc1[N+](=O)[O-])c1ccccc1 (centres undefined)
  -0.3	3.1	7	-12
O=C1/C(=C\c2ccco2)SC(=S)N1CN1CCOCC1
  -0.5	1.3	31	-4
Cc1cc(OCC(=O)NNC(=O)/C=C\c2ccccc2)cc(C)c1Cl
  -0.1	1.8	-12	4
Cc1ccccc1NCC(O)CN=C(N)N (centres undefined)
  0.0	0.0	-6	10
CCOc1ccc(NC(=O)CCCOc2ccc(Cl)cc2Cl)cc1
  -0.4	-0.3	-11	-4
Cc1cc(-c2cncnc2C2CCN(C(=O)c3cnn(C(C)C)c3)CC2)on1
  0.1	1.0	12	2
COc1ccc(OCC(=O)Nc2cc3oc4ccccc4c3cc2OC)cc1
  0.0	0.3	-17	1
COc1ccc(CCC(=O)NCC2Cc3cccc(-c4nc(C)cc(C)n4)c3O2)cc1OC (centres undefined)
  0.6	0.0	19	-2
CSc1nc2nc(C)cc(=O)n2[nH]1
  0.5	3.4	6	-4
O=c1cc(CO)oc(C(Nc2ccccn2)c2ccc3c(c2)OCO3)c1O (centres undefined)
  -0.2	0.4	16	-2
CCN(CC)c1ccc(C(=O)Nn2c(-c3ccccc3F)nc3ccccc3c2=O)cc1
  1.1	0.3	21	2
O=C(Nc1ccc2oc(-c3cccc(Cl)c3Cl)nc2c1)c1ccccc1[N+](=O)[O-]
  0.3	0.3	2	-16
O=C(Nc1ccccc1)c1ccc2nc(NC(=O)c3ccc([N+](=O)[O-])cc3)sc2c1
  0.1	0.2	8	2
CCc1ccc(OCC(=O)NC2CCCC2)cc1
  0.6	-0.8	7	-5
CC(=O)Nc1ccc(N2C(=O)c3ccc(Oc4ccc(NC(=O)CSc5ccc(Cl)cc5)cc4)cc3C2=O)cc1
  -0.1	1.2	-7	-3
CCC(C(=O)Nc1cccc(Cl)c1)N1C(=O)C2(OCCCO2)c2ccccc21 (centres undefined)
  0.0	1.2	4	4
O=Cc1cccc(OCc2ccccc2Br)c1
  -0.3	-0.9	10	-56
CN1CCN(C(=O)c2ccc(-c3nc(N)c4ncn(-c5ccccc5)c4n3)cc2)CC1
  0.0	-1.1	12	-3

Random excerpt: five records from the list.
Results follow in this order: FBW7 act	GPR151 activ	MITF primary	TEAD-YAP inh
CCOc1ccc(NC(=O)CCCOc2ccc(Cl)cc2Cl)cc1
  -0.4	-0.3	-11	-4
CSc1nc2nc(C)cc(=O)n2[nH]1
  0.5	3.4	6	-4
COc1cccc(C(=O)N2CCN(Cc3ccccc3)CC2C(=O)N2CCOCC2)c1 (centres undefined)
  0.0	1.3	-12	-2
O=C(Nc1ccc2oc(-c3cccc(Cl)c3Cl)nc2c1)c1ccccc1[N+](=O)[O-]
  0.3	0.3	2	-16
CC(=O)Nc1ccc(N2C(=O)c3ccc(Oc4ccc(NC(=O)CSc5ccc(Cl)cc5)cc4)cc3C2=O)cc1
  -0.1	1.2	-7	-3

Other records follow:
Results follow in this order: FBW7 act	GPR151 activ	MITF primary	TEAD-YAP inh
CCOC(=O)C1=C(C)N=c2s/c(=C\c3ccccc3OCCOc3ccccc3)c(=O)n2C1c1ccc(OC)cc1 (centres undefined)
  -0.1	-0.3	3	0
Cc1ccc(-c2cc(C(=O)OCC(=O)c3ccc(Br)cc3)c3ccccc3n2)cc1C
  -0.2	1.2	-6	-9
Cc1ccc(-n2nc3ccc(NC(=O)c4cccc([N+](=O)[O-])c4)cc3n2)cc1C
  -0.2	0.5	15	0
Cc1ccccc1N1C(=O)CC(Nc2ccc(N(C)C)cc2)C1=O (centres undefined)
  -0.6	-0.2	31	-3
O=C(Nc1ccccc1)c1ccc2nc(Br)sc2c1
  0.2	-4.1	12	-46
CCNc1nc(SC(C)C(=O)OC)nc(N2CCOCC2)n1 (centres undefined)
  -0.2	0.1	6	8
Cc1ccc(C)c(CN2CCN3C(=O)[C@H](Cc4c[nH]c5ccccc45)NC(=O)[C@H]3C2)c1
  -0.2	0.3	5	-8
CCOc1ccc(-n2cc(-c3ccccc3)c3c(SCc4ccc(C)cc4)ncnc32)cc1
  0.1	0.2	11	-1
CCOC(=O)c1ccc(N2C(=S)NC3c4cccc(OCC)c4OC2(C)C3C(=O)N(C)C)cc1 (centres undefined)
  0.1	1.3	3	2
O=C(NCc1ccccc1)c1c(F)cccc1Cl
  -0.1	0.5	-3	0
CCN(CCCNC(=O)CCCNC(=O)Cn1cnc2sc(C)c(C)c2c1=O)c1cccc(C)c1
  -0.2	-0.7	3	18
COc1cccc(NC(=S)N/N=C/c2c(CO)cnc(C)c2O)c1
  -0.6	-0.8	48	-7
CCOc1ccc(/C=N\NC(=O)C2CC(=O)N(c3ccc(C)cc3)C2)cc1 (centres undefined)
  -0.1	0.1	12	8
COCCn1cnc2sc(C(=O)Nc3ccc(F)cc3Cl)c(C)c2c1=O
  -0.2	-1.7	5	-5
Cc1[nH]c(-c2ccc(F)cc2)cc1C(=O)NCc1ccc2c(c1)OCO2
  0.0	-0.5	-10	-9
OCCCNc1nc2cc(F)ccc2n2ccnc12
  -0.1	-0.6	3	-15
O=C(O)CSc1nnc(-c2cnccn2)n1-c1ccccc1
  0.0	-0.5	-7	-6
CCCN(CCC)CCCNC(=O)CNC(=O)Cn1cnc2sc3c(c2c1=O)CCCC3
  0.2	0.3	5	9
O=C(CCC(F)(F)F)N1CCC[C@@H]2CN(Cc3ccc(F)cc3)CC[C@H]21
  0.1	-0.5	1	-6
C=CCN1C(=O)S/C(=C\c2cc(Br)cc(OCC)c2O)C1=O
  0.0	0.3	0	0

Continued, starting with the last 2 of the part before.
Results follow in this order: FBW7 act	GPR151 activ	MITF primary	TEAD-YAP inh
O=C(CCC(F)(F)F)N1CCC[C@@H]2CN(Cc3ccc(F)cc3)CC[C@H]21
  0.1	-0.5	1	-6
C=CCN1C(=O)S/C(=C\c2cc(Br)cc(OCC)c2O)C1=O
  0.0	0.3	0	0
CC1CCN(S(=O)(=O)N2CCC(C(=O)O)CC2)CC1
  -0.1	-1.0	0	-5
Cc1cccc(OCC(=O)N2CCOCC2)c1C
  -0.1	-0.9	-5	-8
Cc1cc(-c2cnc(N3CCCC3)nc2C2CCCN(C(=O)c3cnccn3)C2)on1 (centres undefined)
  -0.1	0.1	7	0
COc1ccc(OC)c(NC(=O)CSc2nc3ccc(N)cc3s2)c1
  -0.1	-0.2	1	21
FC(F)(F)c1ccc(-c2ncc(-c3cnccn3)c(-c3ccccc3)n2)cn1
  -0.1	-1.6	-2	5
COc1ccc(OC)c(CN2CCCC(O)C2)c1 (centres undefined)
  0.1	-0.8	26	-4
O=C(CN1C(=O)C(c2ccccc2)=NC12CCCCC2)Nc1ccc2c(c1)OCO2
  1.0	0.5	18	-23
CCCNC(=O)c1ccc(CNS(=O)(=O)c2ccc(Br)cc2)cc1
  -0.2	1.7	6	-4
c1cc(-c2nc3ccncc3[nH]2)ccn1
  0.0	-0.6	8	6
CCOC(=O)c1sc(NC(=O)C(C)Sc2nnc(CNC(=O)c3ccco3)n2CCc2ccccc2)c(C(=O)OCC)c1C (centres undefined)
  0.0	0.4	-3	-1
CC1(C)Cc2c(sc(NC(=O)c3cccs3)c2-c2nc3ccccc3s2)C(C)(C)N1
  -0.1	0.3	-7	2
CCC1CCCCN1C(=O)c1ccc(Sc2cccc(Cl)c2)c([N+](=O)[O-])c1 (centres undefined)
  -0.1	-0.4	1	2
CCN(CC)c1ccc(CNC(CC(=O)O)c2cccs2)cc1 (centres undefined)
  0.0	-1.6	-1	1
Cc1ccc(-n2c(=S)sc3c(=O)n(-c4ccccc4)c(SCC(=O)C(C)(C)C)nc32)c(C)c1
  0.0	-0.1	10	11
NNC(=O)CNC(=O)CNS(=O)(=O)c1ccc(Cl)cc1
  0.0	2.2	16	16
COc1ccc(COC(=O)C2=C(C)NC3=C(C(=O)CC(C)(C)C3)C2c2cccc(C)c2)cc1 (centres undefined)
  0.2	-0.4	13	-6
C=CCOC(=O)C1=C(C)NC2=C(C(=O)CC(C)(C)C2)C1c1ccc(OC)c(OC)c1OC (centres undefined)
  0.0	-1.0	-7	-7
COc1cccc(-c2nc3cc(NC(=O)c4cncc(Br)c4)ccc3o2)c1
  0.0	-0.1	6	-53
CCCN1CCC(NC2CCCc3ccccc32)CC1 (centres undefined)
  -0.1	0.8	40	10
COc1ccc(S(=O)(=O)NCC(c2ccc3c(c2)CCCN3C)N2CCN(C)CC2)cc1 (centres undefined)
  0.1	1.7	5	6

Taken from above.
FBW7 act with FC(F)(F)c1ccc(-c2ncc(-c3cnccn3)c(-c3ccccc3)n2)cn1 stands at -0.1
FBW7 act with COc1ccc(S(=O)(=O)NCC(c2ccc3c(c2)CCCN3C)N2CCN(C)CC2)cc1 (centres undefined) stands at 0.1
FBW7 act with O=C(CN1C(=O)C(c2ccccc2)=NC12CCCCC2)Nc1ccc2c(c1)OCO2 stands at 1.0

(continued)
Results follow in this order: FBW7 act	GPR151 activ	MITF primary	TEAD-YAP inh
O=C1CC(Sc2ccccc2)C(=O)N1c1cccc(N2C(=O)CC(Sc3ccccc3)C2=O)c1 (centres undefined)
  0.0	1.3	9	14
O=C(NCc1cccnc1)c1ccc2c(c1)ncn2-c1cccc(F)c1
  0.1	1.0	14	-9
OCCCCCCNC(=S)Nc1ccc(F)cc1
  0.2	1.3	13	-5
COc1ccc(Br)cc1/C=C/C(=O)Nc1cc([N+](=O)[O-])ccc1F
  -0.1	-0.1	-20	6
CC(C)n1cnc2c(NCc3cccc(C(F)(F)F)c3)nc(NCCN3CCOCC3)nc21
  0.0	0.7	-5	-11
O=C(C1=C(O)C(=O)N(CCCN2CCOCC2)C1c1ccccc1)c1ccco1 (centres undefined)
  -0.2	2.9	-5	-7
Cc1cc(C)c2cc3c(N)c(C(=O)Nc4nccs4)sc3nc2c1
  5.4*	-0.9	5	-16
COc1cc(OC)c(-c2c(C#N)c(N)n3c(nc4ccccc43)c2C#N)cc1OC
  0.2	-0.2	2	-17
Cc1cnc(NCCCN2CCCC2=O)nc1NCCOc1ccccc1
  -0.1	1.2	2	2
CS(=O)(=O)N1N=C(c2ccccc2)CC1c1ccccc1F (centres undefined)
  0.0	-0.8	-3	-10
COc1ccc(N2CC(C(=O)NC3CCC(C)CC3)CC2=O)cc1 (centres undefined)
  -0.1	0.2	-7	5
CC1=CC2=NC(=O)/C(=C\c3cccn3CCOc3ccccc3)C(=N)N2O1
  -0.3	0.4	8	1
Cc1cc(C)n(C(=O)c2ccccc2F)n1
  -0.1	1.9	-10	5
Cc1cc2cc(CNC(=O)c3ccc(Cl)cc3)ccc2n1C
  0.0	-0.2	13	0
CCOc1ccc(-n2c(-c3ccncc3)n[nH]c2=S)c([N+](=O)[O-])c1
  0.2	-0.5	24	6
O=C(NC(=S)NNc1nc(-c2ccccc2)cs1)c1cc2ccccc2oc1=O
  -0.1	0.0	4	4
COc1ccccc1NC(=O)CN1CCC(Nc2nc(C)c(C)c(=O)[nH]2)CC1
  -0.1	0.9	-8	5
CCOC(=O)c1c(O)c2ccccc2n(-c2ccccc2)c1=O
  -0.1	1.0	-1	-8
N#Cc1cccc(N=c2oc3ccc(Br)cc3cc2C(N)=O)c1
  0.1	-0.9	13	-2
